Compound activity: PubChem BioAssay, several laboratories
PDI inh: inhibitors of human PDI, primary screen, biochemical, turbidity, single point, plate reader | Protein disulfide-isomerase (Homo sapiens), P07237 | PDI insulin aggregation turbidity, A650, 90 min | inhibition, % at 10 µM | actives 0.052% (n = 350,000);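 active = mean inhibition across replicates of 30% or more, whatever share of single replicates reach that level; inconclusive = mean inhibition below 30% while every single replicate reaches 30%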;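 also: absorbance from insulin aggregation driven by PDI reduction with DTT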
Glyco luc inh: increase of ERlucT glycosylation luciferase signal, primary screen, N-linked glycosylation inhibitor project, D54 ERlucT cells, luminescence, set 2 | D54 ERlucT glycosylation luciferase reporter, 24 h; percent of 100 nM tunicamycin response | reporter increase, % at 12.5 µM | actives 0.23% (n = 360,000) | AID 588692, 2011;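 active = mean luciferase reporter signal, scaled so untreated is 0 and the glycosylation-blocking control 100, at or above a set limit in every replicate; inconclusive = mean reaches the limit but not every replicate does; inactive = mean below the limit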;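 also: luciferase carries N-glycosylation sites so blocking glycosylation raises the light; 0% = median of neutral control wells and 100% = median of 100 nM tunicamycin wells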
iPSC survival up: enhancers of single-cell hiPSC survival, primary screen, ATPlite luminescence. AID 602274, 2012. 100% = ROCK inhibitor wells, 0% = DMSO. actives 0.044% (n = 360,000). survival enhancement, % at 20 µM; in the data active = survival enhancement above about 18%;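 also: cells exposed to compounds for 16 hours before the ATP read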
Granule exo inh: LAMP-1 surface exposure blockers, TALL-104 cells – cell-based, flow cytometry, MLPCN library, primary screen; actives 0.66% (n = 360,000); AID 651702, 2012; TALL-104 LAMP-1 surface exposure; cells stimulated with thapsigargin and PMA; inhibition, % at 10 µM;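 active = inhibition above about 55%, limit read from the data; inconclusive = no clear call, values can overlap the other calls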
ABCB6 inh 2: ABCB6 transporter inhibitors, primary screen, K562-ABCB6 cells, flow cytometry, MLPCN library | ATP-binding cassette sub-family B member 6 (Homo sapiens), Q9NP58 | K562-ABCB6 porphyrin accumulation, 1 h; active compounds read low | fluorescence ratio to DMSO, % at 10 µM | actives 0.19% (n = 360,000);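 active = fluorescence ratio to DMSO below 75%, the collection mean minus 3 SD; inconclusive = too few cells collected in the well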;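 also: signal is porphyrin accumulated inside mitochondria; 100% equals median channel fluorescence of DMSO control wells; lower ratio means ABCB6 inhibition with less porphyrin fluorescence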
Target sequence (Q9NP58 whole entry, looked up): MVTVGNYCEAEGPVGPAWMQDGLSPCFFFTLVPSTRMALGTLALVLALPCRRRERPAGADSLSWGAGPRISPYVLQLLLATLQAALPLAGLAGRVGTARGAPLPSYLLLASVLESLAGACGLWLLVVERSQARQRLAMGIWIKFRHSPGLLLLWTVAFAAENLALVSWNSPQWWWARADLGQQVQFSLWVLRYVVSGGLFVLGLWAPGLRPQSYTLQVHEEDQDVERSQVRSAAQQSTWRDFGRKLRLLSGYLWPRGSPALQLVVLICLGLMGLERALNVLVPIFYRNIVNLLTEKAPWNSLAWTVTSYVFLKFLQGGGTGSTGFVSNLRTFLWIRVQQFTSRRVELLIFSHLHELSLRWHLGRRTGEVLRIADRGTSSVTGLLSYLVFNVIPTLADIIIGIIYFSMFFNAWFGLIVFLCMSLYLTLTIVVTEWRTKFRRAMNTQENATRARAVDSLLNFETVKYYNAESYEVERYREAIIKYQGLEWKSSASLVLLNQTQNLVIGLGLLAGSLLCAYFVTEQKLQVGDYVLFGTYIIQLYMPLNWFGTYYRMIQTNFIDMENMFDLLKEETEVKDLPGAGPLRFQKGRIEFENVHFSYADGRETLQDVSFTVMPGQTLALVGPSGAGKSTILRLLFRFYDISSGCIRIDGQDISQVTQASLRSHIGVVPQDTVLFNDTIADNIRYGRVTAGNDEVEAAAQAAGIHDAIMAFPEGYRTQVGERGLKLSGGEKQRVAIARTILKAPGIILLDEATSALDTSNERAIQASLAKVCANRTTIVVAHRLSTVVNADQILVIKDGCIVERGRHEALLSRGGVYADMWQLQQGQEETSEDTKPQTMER
Vif imaging: HIV Vif self-association inhibitors, primary screen, imaging, HEK293T, single point. HEK293T cells, Vif self-association by quenched fluorescence, 24 h. inhibition, % at 7.49 µM. actives 0.35% (n = 340,000). AID 602346, 2012; in the data active = inhibition above about 50%, passing the limit was not always enough; inconclusive = no clear call, values can overlap the other calls; inactive = below about 31%; also: some results filed as inactive read as strong as hits
Cardio protect: cardioprotection against H2O2-induced cell death, primary screen, uHTS, H9c2 cells, ATPLite luminescence; H9c2 cardiomyocytes, H2O2 injury protection, 2 h; protection from H2O2 cell death, % at 20 µM; actives 0.63% (n = 360,000); AID 588492, 2011;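 active = compounds giving at least 50% protection of heart cells from peroxide-induced death in the single-dose screen, raw or plate-pattern-corrected value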;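 also: 0% = DMSO wells with peroxide and 100% = DMSO wells without peroxide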
aDG glyco up: activators of alpha-DG glycosylation, primary screen, uHTS, Pro5-aDG cells, AlphaScreen. alpha-DG glycosylation AlphaScreen (IIH6); 0% Pro5, 100% B10-LARGE cell signal. activation, % at 10 µM. actives 0.22% (n = 360,000);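 active = activation of at least 8% versus controls, or a plate z-score of at least 8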;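 also: Pro5 are CHO cells carrying HIG-tagged alpha-DG that lacks glycosylation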
HTR2A ag: mouse Htr2a agonists via beta-arrestin recruitment, primary screen, cell-based, luminescence. 5-hydroxytryptamine receptor 2A (Mus musculus), P35363. CHO-K1 mHTR2A beta-arrestin complementation; percent of 30 µM serotonin response. activation, % at 7.6 µM. actives 0.66% (n = 360,000);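 active = activation above a run cutoff, the mean activation of all tested compounds plus 3 SD, cut at about 14% in these data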;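 also: 0% = plate median of compound wells and 100% = 30 µM serotonin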
CaV13 ICDI inh: Primary screen for inhibitors of IQ motif and Ca2+-dependent inactivation inhibitor domain binding in CACNA1D, Förster resonance energy transfer in living cells, …; inhibition, % at 12.3 µM; AID 743397; HEK cells, CFP/YFP FRET ICDI-IQ, plate reader, 10 min; percent FRET-ratio fall versus neutral wells; actives 0.098% (n = 340,000);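 active = mean replicate inhibition of at least 30% and at least 1% of replicates passing that level; inconclusive = only one of the two criteria is met; inactive = neither criterion is met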;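 also: 0% = median of the neutral control wells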
Active calls of the source: *; ? = inconclusive; . = not tested or not shown.

SMILES | PDI inh | Glyco luc inh | iPSC survival up | Granule exo inh | ABCB6 inh 2 | Vif imaging | Cardio protect | aDG glyco up | HTR2A ag | CaV13 ICDI inh
CCC1CCCCN1CCN1C(=O)C2C(C(=O)Nc3ccc(OC)cc3)C3C=CC2(O3)C1C(=O)NC1CCCCC1 (configuration not stated) | -1.3 | -2.1 | -0.4 | 11.6 | 91.0 | 10.0 | 0.0 | -0.2 | 3.2 | -2.8
O=[N+]([O-])c1ccc(-c2c(-c3ccccc3)ncc3ccc(F)cc23)cc1 | -7.0 | -0.4 | -3.4 | -1.9 | 100.0 | 1.9 | 8.3 | 0.2 | -3.0 | -8.5
COc1ccc(S(=O)(=O)NC(=O)C2(C)CCN2C(=O)CC2CCCCC2)cc1OC (configuration not stated) | -2.9 | 3.1 | 2.9 | -0.2 | 96.0 | -11.7 | 2.4 | -0.3 | -1.3 | -11.0
CCC1CCCCN1CCCNC(=O)c1ccc2c(c1)c(C)c(C)n2CC (configuration not stated) | 3.4 | -1.8 | -0.5 | 2.6 | 109.0 | -1.3 | -0.3 | 0.4 | -5.9 | -2.5
O=C(CCCn1c(=O)oc2ccccc21)N1CCc2ccccc2C1 | -31.2 | -3.1 | -0.5 | -1.4 | 140.0 | -12.1 | 2.0 | -0.2 | -4.6 | -3.8
CCOC(=O)c1sc(=S)n(CC)c1N | 1.8 | 0.9 | 2.6 | -0.7 | 101.0 | 2.0 | 1.0 | 0.1 | 3.2 | -6.5
O=C(Nc1nc(=O)[nH]s1)c1ccccc1 | 3.4 | 1.0 | -1.7 | -2.7 | 107.0 | -0.8 | 11.6 | -0.3 | 4.9 | -2.9
COc1ccc2[nH]c(-c3ccc(C)cc3)cc(=O)c2c1 | 14.7 | -16.9 | -4.8 | 3.3 | 100.0 | 0.5 | -34.1 | -0.3 | 10.7 | .
Cc1ccc(S(=O)(=O)N2CCN(C(=O)COC(=O)/C=C/c3ccc(Cl)cc3)CC2)c(C)c1 | -1.8 | -1.2 | -2.6 | -5.2 | 97.0 | 17.5 | -8.6 | -0.1 | -1.3 | -5.7
CCNS(=O)(=O)c1ccc(NS(=O)(=O)c2cc(C)ccc2C)cc1 | -0.8 | -0.1 | 2.7 | 1.5 | 96.0 | -8.5 | 1.8 | -0.3 | -3.2 | -1.5
Cc1ccccc1CN1CCC(CNC(=O)Nc2ccc(F)cc2F)CC1 | 3.0 | -3.6 | -0.4 | ? | 98.0 | 19.9 | 1.5 | 0.0 | -5.3 | -14.2
O=C(CSc1ccc(-c2nc3ccccc3[nH]2)cn1)Nc1ccc(S(=O)(=O)N2CCCC2)cc1 | -0.5 | 1.7 | -1.0 | 7.9 | 91.0 | 5.5 | 8.5 | 0.2 | -0.7 | -4.6
NC1=NC(=O)C(Cc2cccc(Cl)c2Cl)S1 (configuration not stated) | -3.1 | 0.6 | -0.5 | -2.0 | 94.0 | -25.0 | 6.1 | 2.7 | 1.9 | -4.5
CN(Cc1ccccc1)C(=O)COc1cccnc1[N+](=O)[O-] | 10.6 | 1.9 | 0.1 | 6.1 | 100.0 | 3.2 | -1.3 | -0.1 | 0.8 | -4.4
O=C(CN1C(=O)C2CC=CCC2C1=O)NC1CCCCC1 (configuration not stated) | -2.8 | -0.8 | 1.4 | 0.8 | 88.0 | -7.4 | 1.3 | 0.0 | -3.2 | -2.9
COc1ccccc1N1CCN(C(=O)c2sc3nc(-c4ccc(F)cc4)cn3c2C)CC1 | . | -4.9 | 1.5 | -1.5 | 90.0 | -29.5 | -1.0 | 1.0 | 2.0 | -5.0
Cc1cc(N2CCOCC2)nc2ccc(Cl)cc12 | -4.9 | 4.2 | 1.6 | -10.6 | 96.0 | -12.3 | -4.0 | 0.2 | -0.1 | -5.5
Cc1cccc(/C=N/NC(=O)c2ccccc2OCc2cccc(Br)c2)n1 | -2.8 | 5.0 | 0.3 | 74.5* | 103.0 | 8.9 | 32.5 | 0.1 | -4.1 | -2.6
Cn1cc(Br)c(C(=O)NC2CCCCC2)n1 | 5.2 | -1.6 | 2.5 | -2.7 | 100.0 | 5.2 | 16.1 | -0.1 | 0.1 | -5.0
CCOC(=O)c1oc2nc3c(cc2c1N)CCCC3 | 13.5 | 3.4 | 0.5 | -9.1 | 97.0 | 25.9 | 8.3 | 0.1 | 1.5 | -4.9
CC(=O)Nc1ccc(OS(=O)(=O)c2ccccc2C)cc1 | 4.2 | -0.6 | 0.7 | 19.4 | 100.0 | -9.0 | 3.8 | -0.5 | -3.9 | -2.9
Cc1cc(NC(=S)N(CCCN2CCN(C)CC2)Cc2ccco2)ccc1Cl | 0.1 | -1.4 | -0.6 | 7.5 | 107.0 | 5.8 | 2.2 | 0.2 | -9.5 | -4.3
Cc1ccc(Nc2n[nH]c(=S)s2)c(C)c1 | 4.7 | 3.4 | -3.1 | -1.8 | 96.0 | 8.2 | -4.9 | -0.2 | 0.7 | -10.2
CCOC(=O)C1C(c2ccccc2)C(C(=O)OCC)C1c1ccccc1 (configuration not stated) | 2.9 | 1.3 | -0.2 | 3.7 | 99.0 | -0.1 | 2.2 | 0.0 | 0.6 | -6.0
Cc1cccc(N2CCN(C(=S)NCCc3ccccc3)CC2)c1C | -6.8 | 4.2 | -0.8 | -2.2 | 100.0 | -13.0 | -8.2 | 0.3 | 0.1 | -4.2
CCOc1ccc(CCN2C(=O)C(=O)N([C@@H](Cc3ccc(O)cc3)CN3CCC[C@H]3CN3C(=O)C(=O)NC[C@@H]3Cc3ccccc3)C[C@@H]2Cc2ccc(O)cc2)cc1 | . | . | 0.9 | -4.4 | 95.0 | . | . | -0.2 | 4.8 | -5.9
COc1ccc(-n2cnnc2)cc1 | -0.9 | 2.7 | 6.9 | -3.7 | 110.0 | 0.8 | -0.2 | -0.3 | -0.1 | .
O=C(O)c1ccc2c(c1)C(=O)N(c1ccc(/C=C/C(=O)c3ccccc3)cc1)C2=O | -6.5 | 5.6 | -2.2 | 0.7 | 104.0 | 3.6 | 6.4 | -0.3 | -1.2 | -6.8
O=C(O)CN1C(=O)/C(=C\c2ccccc2OCc2ccc(Cl)cc2Cl)SC1=S | 15.7 | -10.8 | -0.6 | -5.4 | 102.0 | 7.0 | 4.3 | -0.1 | -3.6 | -3.8
CC1CCCCC1NS(=O)(=O)c1ccc(-n2cnnn2)cc1 (configuration not stated) | -4.7 | 1.2 | -1.6 | 0.5 | 93.0 | 1.3 | -16.1 | 0.1 | 3.1 | -0.5
CCCC(=O)N1CCc2cc(OC)c(OC)cc2C1COc1ccccc1OC (configuration not stated) | 7.5 | -2.4 | 1.4 | 3.5 | 97.0 | -12.6 | -2.6 | -0.1 | 4.6 | -18.6
CC(C(=O)OCC(=O)c1ccc([N+](=O)[O-])cc1)N1C(=O)C2C3C=CC(C3)C2C1=O (configuration not stated) | 3.3 | 0.5 | -0.5 | -10.4 | 92.0 | 10.1 | -6.6 | -0.1 | 1.7 | -3.2
O=[N+]([O-])c1cccc(/C=N/n2c(-c3cccnc3)n[nH]c2=S)c1 | -18.6 | 8.9 | 0.8 | 2.9 | 105.0 | -4.8 | -5.9 | -0.1 | 0.6 | -2.2
O=C(CN1CCN(S(=O)(=O)c2ccccc2)CC1)NC(=O)NCc1ccccc1 | 7.9 | 1.2 | -2.2 | 1.8 | 98.0 | 4.8 | 5.9 | 0.5 | 3.7 | -4.3
Cc1ccc(-c2nn(CC(=O)NCc3ccco3)c(=O)c3ccccc23)cc1 | 0.1 | -1.7 | -0.1 | -4.0 | 100.0 | 3.1 | -8.7 | 0.8 | -5.3 | -4.9
O=C(NCc1ccccn1)c1ccc(Cn2cc(C(F)(F)F)ccc2=O)cc1 | 2.2 | 0.8 | -1.4 | 3.9 | 97.0 | -2.5 | -2.5 | -0.7 | 2.9 | -6.6
Cc1ccc(C(=O)C=Cc2ccc3c(c2)OCO3)c(C)c1 | 13.3 | 6.4 | 0.7 | 6.3 | 95.0 | -4.8 | -8.4 | 0.2 | -2.3 | -4.6
COc1ccccc1N1CCN(S(=O)(=O)c2cc(Br)cnc2N)CC1 | 6.6 | -1.1 | -0.1 | -1.2 | 94.0 | -7.2 | 3.6 | 0.0 | 1.4 | -14.3
COc1ccc(S(=O)(=O)Nc2noc3ccccc23)cc1OC | -0.7 | 0.7 | 0.5 | -1.9 | 95.0 | -6.3 | 3.1 | 0.0 | -4.8 | -17.8
CSc1ccccc1OCc1cc(C(=O)NCCn2ccnc2C)no1 | -3.0 | -1.0 | 3.3 | -2.9 | 98.0 | -4.4 | -7.6 | -0.2 | 4.3 | -8.8
NCCCC(=O)N1c2ccccc2Sc2ccccc21 | -3.3 | -3.1 | -2.0 | -4.6 | 98.0 | 12.6 | 2.9 | -0.2 | -7.5 | -6.6
COCCCn1nnnc1SCC(=O)N1CCN(C(=O)c2ccco2)CC1 | -1.0 | -2.2 | -0.5 | 0.6 | 97.0 | -19.3 | -3.6 | 0.1 | -2.1 | -0.2
O=S(=O)(NNc1ncc(C(F)(F)F)cc1Cl)c1ccc(F)cc1F | 11.1 | 1.2 | 0.2 | -1.2 | 87.0 | 23.7 | 21.5 | -0.1 | -1.5 | -5.5
CC(NC(=O)CN1C(=O)NC2(CCc3ccccc32)C1=O)c1ccc2c(c1)OCCO2 (configuration not stated) | -0.3 | 1.0 | -0.7 | -11.6 | 92.0 | 25.8 | 6.4 | -0.2 | -0.8 | -2.2
CCOc1ccc(Cl)cc1S(=O)(=O)n1cnc2ccccc21 | 3.7 | 0.4 | 4.3 | -2.7 | 111.0 | . | 8.4 | -0.2 | -3.1 | .
O=C(Nc1ccc(Oc2ccc(C(=O)O)c(C(=O)O)c2)cc1)c1cccs1 | -5.9 | 2.6 | 2.9 | -0.1 | 104.0 | -4.7 | -1.6 | -0.4 | -3.2 | -5.3
CN(C)c1nc(=Nc2cccc(Cl)c2)ss1 | 9.5 | -3.4 | -0.5 | -11.1 | 94.0 | -4.7 | -6.5 | -0.2 | -10.6 | -4.2
O=c1[nH]nc(N=Nc2c(O)[nH]c3ccc(F)cc23)c(=O)[nH]1 | 1.0 | -0.9 | 0.1 | -2.8 | 95.0 | 3.7 | -3.0 | 0.4 | 0.7 | -0.2

Three entries already listed, sorted by the value under HTR2A ag, rising.
structure,PDI inh,Glyco luc inh,Granule exo inh,ABCB6 inh 2,Vif imaging,aDG glyco up,HTR2A ag,CaV13 ICDI inh
CN(C)c1nc(=Nc2cccc(Cl)c2)ss1,9.5,-3.4,-11.1,94.0,-4.7,-0.2,-10.6,-4.2
O=C(NCc1ccccn1)c1ccc(Cn2cc(C(F)(F)F)ccc2=O)cc1,2.2,0.8,3.9,97.0,-2.5,-0.7,2.9,-6.6
O=C(Nc1nc(=O)[nH]s1)c1ccccc1,3.4,1.0,-2.7,107.0,-0.8,-0.3,4.9,-2.9
